NOD2 inhibition – NOD2 signaling inhibitors, cell-based, luminescence, uHTS, HEK293 (AID 1566) | HEK293 NOD2/NF-kB luciferase reporter, luminescence; higher % means a stronger effect | inhibition, % at 4 µM; hits with a dose series show EC50 in µM | hit rate 0.63% among 290,000; in the data active = inhibition above about 50%; also: many of its hits are not listed in these tables
NOD1 inhibition – inhibition of NOD1-driven NF-kB reporter – cell-based, luminescence, uHTS, primary screen (AID 1578). NOD1-driven NF-kB luciferase reporter cells, luminescence; higher % means a stronger effect. one-dose inhibition, % at 4 µM; EC50 in µM for titrated hits. hit rate 1% among 290,000; in the data active = inhibition mostly above about 36%, no sharp cut-off; inactive = mostly below about 34%;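 also: HEK-293T reporter cells stimulated with the NOD1 agonist gamma-tri-DAP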
Active calls of the source: *. The list is partial (hit frequency here may not be typical).

SMILES | NOD2 inhibition | NOD1 inhibition
CCN(CC)S(=O)(=O)c1cccc(C(=O)N2CCCc3ccccc32)c1 | 2% | 22%
COc1cc(C(=O)Nc2ccc3nc4n(c(=O)c3c2)CCCC4)ccc1Br | 9% | -15%
COc1ccc(S(=O)(=O)N2CCN=C2SCc2cccc(F)c2)cc1 | 2% | -13%
CCCCN1CCc2c(c3ccccc3n2Cc2ccccc2)C1 | -16% | -7%
CSc1ccc(S(=O)(=O)N2CCC(C(=O)Nc3ccc(C(N)=O)cc3)CC2)cc1 | -10% | -29%
CCC1CCCCN1CCCNC(=O)C1CCCN(c2nn3c(=O)cc(C)nc3s2)C1 (centres undefined) | 10% | -21%
COc1ccc(CNC(=O)CN(C(=O)c2csnn2)c2ccc3c(c2)OCCO3)cc1 | -10% | 12%
C=C(C)n1c(=O)n(Cc2ccc(C)cc2)c2ccccc21 | -1% | -9%
CN(C)c1ccc(N2C(=NC(=O)CC3CCCCC3)SC3CS(=O)(=O)CC32)cc1 (centres undefined) | -2% | -26%
CCN(C(=O)Cn1c([N+](=O)[O-])cnc1C)c1ccccc1 | 2% | -30%
Cc1cc(C)c2c(CN3CCC(C)CC3)cc(=O)oc2c1C | -58% | 8%
CN(C)c1ccc(CNC(=O)C2CCN(S(=O)(=O)c3ccc4c(c3)CCCC(=O)N4)CC2)cc1 | 4% | 2%
O=C(CSc1ccc2nnc(CCNC(=O)c3ccccc3)n2n1)NCCc1ccccc1 | 3% | -13%
NC(=O)C1CCN(C(=O)c2ccc3nc(-c4ccccc4)c(-c4ccccc4)nc3c2)CC1 | 25% | -5%
CCC(=O)NN1CCc2cc3ccc(C)cc3nc21 | -5% | -7%
C[C@H](NC(=O)[C@H]1N2C(=O)c3ccccc3C2SC1(C)C)C(=O)N1CCCCC1 (some centres undefined) | 21% | -6%
O=C(NCCc1ccccc1)C1CCC(=O)N(Cc2cccc(C(F)(F)F)c2)C1 (centres undefined) | -12% | -33%
Cc1ccc(-n2nnnc2SCC(=O)Nc2cc(C)on2)c(C)c1 | 17% | 5%
COc1cc(NC(C)=O)ccc1NC(=O)c1cc2ccccc2o1 | 29% | -27%
COc1ccc(OC)c(S(=O)(=O)CC(O)COc2ccccc2Cl)c1 (centres undefined) | 3% | -15%
c1ccc2c(OCCCCN3CCOCC3)cccc2c1 | -15% | -11%
CCCc1cc(=O)oc2c(C)c(OCC(=O)N3C[C@H]4C[C@@H](C3)c3cccc(=O)n3C4)ccc12 | 6% | -10%
COc1ccc(OC)c(NC(=O)CCN2C(=O)c3ccccc3C2=O)c1 | 3% | -35%
O=C(c1cc(C(=O)N2CCN(c3ccc(F)cc3)CC2)cc([N+](=O)[O-])c1)N1CCN(c2ccc(F)cc2)CC1 | 27% | 6%
COc1ccccc1CCNC(=O)CCCn1nc(C)c2c(C)n(-c3ccc(C)cc3)nc2c1=O | 35% | 4%
COCCNC(=O)CN1C(=O)NC2(CCCc3cc(OC)ccc32)C1=O (centres undefined) | 6% | 3%
O=C(N/C(=C/c1ccco1)C(=O)N1CCOCC1)c1ccccc1Br | -2% | -13%
COCCNC(=O)c1ccc(CS(=O)(=O)c2cccc(C(F)(F)F)c2)o1 | -7% | -6%
O=C(Nc1ccc(Cl)cn1)c1ccc2[nH]c(=O)c(=O)[nH]c2c1 | 4% | -22%
COc1cc([N+](=O)[O-])ccc1NC(=O)CSc1nncn1-c1cccnc1 | 8% | -28%
Cc1ccccc1NC(=O)c1cc2ccccc2o1 | -75% | -75%
CCOC(=O)C1(CCCc2ccccc2)CCN(C(=O)c2cc(C)nn2CC)CC1 | 17% | -1%
O=S(=O)(c1ccc(Cl)cc1)c1nc(-c2ccccc2F)oc1NCCCN1CCOCC1 | 5% | -6%
Cc1ccc(C(=O)Cn2c(C(=O)OCCO)cc3ccccc32)cc1 | 4% | 25%
CC(C)(C)CN1CCC(Oc2cccc(C(=O)NCCCOc3cccnc3)c2)CC1 | 12% | -20%
CN(C)CCCn1cnc2c(c1=N)C(c1ccccc1)c1ccc3ccccc3c1O2 (centres undefined) | 5% | -6%
CCOc1ccc(NC(=O)C2CCCN(c3c(CC)c(C)nc4ncnn34)C2)cc1 (centres undefined) | 12% | 4%
O=C(CCNC(=O)N1CCn2c1nc1ccccc12)NCc1ccccc1 | 8% | -2%
COc1cccc(NC(=O)COc2cc(O)c3c(c2)OC(C)(C)CC3=O)c1 | -20% | -38%
COc1cc(/C=N\NC(=O)c2ccc(C)nc2)ccc1OC(=O)c1cccc(F)c1 | 7% | -40%
COc1ccc(C2CC(c3ccccc3)=NN2C(=O)CCC(=O)O)cc1 (centres undefined) | -4% | -20%
CCOC(=O)Cn1nc(NC(=O)c2ccc3c(c2)OCO3)cc1C | -1% | -46%
COc1ccccc1NC(=O)Cn1cnc2sc(C(=O)Nc3ccc(OC)c(OC)c3)c(C)c2c1=O | 15% | -25%
COC(=O)C(Cc1ccccc1)NCC(=O)Nc1cccc(Cl)c1C (centres undefined) | 17% | 0%
CCOc1ccccc1NC(=O)C1CCCN(S(=O)(=O)c2ccccc2)C1 (centres undefined) | 12% | -6%

3 compounds from above, sorted by SMILES length, lowest first.
SMILES | NOD2 inhibition | NOD1 inhibition
CCOC(=O)Cn1nc(NC(=O)c2ccc3c(c2)OCO3)cc1C | -1% | -46%
O=S(=O)(c1ccc(Cl)cc1)c1nc(-c2ccccc2F)oc1NCCCN1CCOCC1 | 5% | -6%
COc1ccccc1NC(=O)Cn1cnc2sc(C(=O)Nc3ccc(OC)c(OC)c3)c(C)c2c1=O | 15% | -25%

Single records (already shown).
Record of CCOC(=O)Cn1nc(NC(=O)c2ccc3c(c2)OCO3)cc1C → NOD2 inhibition = -1%; NOD1 inhibition = -46%
Record of COc1ccc(C2CC(c3ccccc3)=NN2C(=O)CCC(=O)O)cc1 (centres undefined) → NOD2 inhibition = -4%; NOD1 inhibition = -20%
Record of CCOc1ccccc1NC(=O)C1CCCN(S(=O)(=O)c2ccccc2)C1 (centres undefined) → NOD2 inhibition = 12%; NOD1 inhibition = -6%

Continuation.
SMILES | NOD2 inhibition | NOD1 inhibition
COc1ccc(C(=O)N/N=C/c2c[nH]c3ccccc23)cc1 | 2% | 7%
O=S(=O)(c1ccc(F)cc1)N1CCc2ccccc2C1 | 5% | 14%
COc1ccc(NC(=O)Nc2ccc(OCc3ccccc3)cc2)cn1 | 13% | -16%
CCNc1nc(NC(C)C)nc(NS(=O)(=O)c2ccc(C)cc2)n1 | 19% | 3%
O=C(NCCCNC(=O)c1cc(Cl)ccc1Cl)c1cnccn1 | -44% | 26%
COc1ccc(Cl)cc1S(=O)(=O)NC(C)C(=O)NCc1ccc2c(c1)OCO2 (centres undefined) | 4% | -11%
CCC(=O)Nc1nnc(SCC(=O)NCC2CCCO2)s1 (centres undefined) | 37% | 38%
CCOC(=O)C1CCCN(C(=O)c2cccc(S(=O)(=O)N(C)c3c(C)n(C)n(-c4ccccc4)c3=O)c2)C1 (centres undefined) | -5% | -26%
CCc1cc(=O)oc2cc(C)cc(OC(C)C(=O)NC(Cc3c[nH]c4ccc(O)cc34)C(=O)O)c12 (centres undefined) | 0% | -22%
CCn1c(SCC(=O)Nc2ccccc2Cl)nnc1C1CC1 | 3% | -20%
COc1ccc(C(=O)Nc2c3c(nn2-c2ccc([N+](=O)[O-])cc2)CS(=O)(=O)C3)cc1 | 17% | -13%
Cn1cnc(S(=O)(=O)NCc2ccc(Br)cc2)c1 | 2% | -24%
O=C(N/C(=C\c1ccccc1)C(=O)N1CCOCC1)c1ccco1 | -4% | -3%
Cc1nc(C)n(C(C)CNC(=O)c2cccc(Br)c2)n1 (centres undefined) | 4% | 10%
COC(=O)[C@@H](NC(=O)c1cc(COc2cncc(Cl)c2)on1)c1ccccc1 | -17% | -47%
Cc1oc2c(c(C)cc3oc(=O)c(CC(=O)NCCC(=O)O)c(C)c32)c1C | -16% | -12%
O=C(NCC(O)c1ccc2ccccc2c1)c1c(F)cccc1F (centres undefined) | -5% | -2%
Cc1ccccc1C(=O)N1CCC(n2nccc2NC(=O)C2CC2)CC1 | 14% | 13%
Cc1ccc(C(=O)N/N=C/c2cc(Br)ccc2O)cn1 | 31% | 25%

Quoted from the listing.
NOD1 inhibition result of `O=C(NCC(O)c1ccc2ccccc2c1)c1c(F)cccc1F` (centres undefined) → -2%
NOD2 inhibition result of `CCCc1cc(=O)oc2c(C)c(OCC(=O)N3C[C@H]4C[C@@H](C3)c3cccc(=O)n3C4)ccc12` → 6%
NOD1 inhibition result of `COc1cc([N+](=O)[O-])ccc1NC(=O)CSc1nncn1-c1cccnc1` → -28%
NOD2 inhibition result of `COc1ccccc1CCNC(=O)CCCn1nc(C)c2c(C)n(-c3ccc(C)cc3)nc2c1=O` → 35%
NOD1 inhibition result of `COc1ccc(C2CC(c3ccccc3)=NN2C(=O)CCC(=O)O)cc1` (centres undefined) → -20%
NOD2 inhibition result of `COc1ccc(CNC(=O)CN(C(=O)c2csnn2)c2ccc3c(c2)OCCO3)cc1` → -10%
NOD1 inhibition result of `COc1ccc(C(=O)N/N=C/c2c[nH]c3ccccc23)cc1` → 7%

From PubChem BioAssay
